14-3-3g Raf: modulators of human 14-3-3 gamma - Raf peptide interaction | P61981 | inhibition, % at 40 µM | FP, 14-3-3gamma / TMR-pS259-Raf peptide binding | AID 422 | 0.19% of 160,000 active; in the data active = inhibition above about 30%;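 note: 0% = protein plus tracer without compound and 100% = blank with tracer alone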
Target sequence (P61981 whole entry, looked up): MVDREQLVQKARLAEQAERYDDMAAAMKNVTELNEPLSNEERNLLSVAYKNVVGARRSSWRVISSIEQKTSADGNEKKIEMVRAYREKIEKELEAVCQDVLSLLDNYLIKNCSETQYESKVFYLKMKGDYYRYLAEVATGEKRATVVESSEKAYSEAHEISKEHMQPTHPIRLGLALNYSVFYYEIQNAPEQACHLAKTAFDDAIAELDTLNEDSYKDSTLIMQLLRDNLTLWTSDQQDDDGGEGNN
Numbers without * were called inactive; & = joins results of further samples.

| 14-3-3g Raf | Molecule |
| --- | --- |
| 2 | Cc1cc(C(F)(F)F)nn1CC(=O)Nc1sc2c(c1C#N)CCCC2 |
| -9&4 | O=C(CN1C(=O)C2C3C=CC(C3)C2C1=O)NCCc1ccccc1Cl (configuration not stated) |
| 3 | CCOC(=O)c1cnc(SCc2ccccc2)nc1N |
| -3 | Cc1ccc(-c2c(C(=O)Nc3ccc4c(c3)OCCO4)oc(=O)c3ccccc23)cc1 |
| -29 | CCCCNC(=O)c1cnn2c(C)c(Cc3cc(C)ccc3C)c(C)nc12 |
| -3 | COCCn1c(=S)[nH]c2cc(C(=O)N3CCCC3)ccc2c1=O |
| -2 | CC1=NC(=O)C2C(=O)OC(=Cc3ccc4c(c3)OCO4)C2=C1 (configuration not stated) |
| 0 | O=C(NCc1nnc(SCC(=O)N2CCCC2)o1)c1cccs1 |
| -10 | Cc1ccccc1NS(=O)(=O)c1cccs1 |
| -5 | CCOCCCNS(=O)(=O)c1ccc2c(c1)oc(=O)n2C |
| -3 | CCCCCOC(=O)NCC(O)c1ccccc1 (configuration not stated) |
| -4 | COc1ccc(C(C)=O)cc1COC(=O)c1ccc(OCc2c(C)noc2C)cc1 |
| -6 | O=C1CCN(S(=O)(=O)c2ccc(Br)cc2)CCN1 |
| -6 | Cc1ccc2nc(-c3ccc(O)cc3)sc2c1 |
| 3&1 | Cc1cc(C)n(CC(O)COCc2ccco2)n1 (configuration not stated) |
| 1 | Cc1cccc(NC(=O)C2(S(=O)(=O)c3ccc(Cl)cc3)CC2)c1C |
| -5 | Cc1ccc(NC(=O)c2ccc([N+](=O)[O-])o2)nc1 |
| 2 | COc1cc(C(=S)N2CCOCC2)ccc1OC(=O)c1cccc2ccccc12 |
| -23 | CCOC(=O)C1CCN(C(c2ccco2)c2sc3nc(C)nn3c2O)CC1 (configuration not stated) |
| 26 | O=C1Oc2ccc(Br)cc2C2c3sc(=O)[nH]c3SC(c3ccc(F)cc3)C12 (configuration not stated) |
| 1 | O=C(CCn1c(=O)c2ccccc2n(Cc2cccc(F)c2)c1=O)NCc1ccccc1Cl |
| 1 | COC(=O)Nc1sc(C)nc1-c1ccccc1 |
| 6 | Cc1onc(-c2ccccc2)c1C(=O)Nc1cccc(Br)c1 |
| 4 | CCc1ccc(-c2csc(Nc3ncccc3C)n2)cc1 |
| -1&-1 | Cn1c(C(=O)O)c(CC(=O)NCc2cccnc2)c2ccccc21 |
| -3 | O=C(Cc1ccccc1)Nc1c[nH]c(=O)[nH]c1=O |
| -14 | O=c1c2ccccc2c2ccccc2c(=O)n1-c1cccc(C(F)(F)F)c1 |
| -6 | Cc1cc(N)n2nc(C)c(C#N)c2n1 |
| 6 | O=C1CC(NCCc2ccccc2)C(=O)N1c1ccccc1 (configuration not stated) |
| -220 | COc1ccc2c(c1)C1C=CCC1C(c1ccc(C(=O)O)cc1)N2 (configuration not stated) |
| -47 | CCOc1ccccc1NC(=O)c1c(NCc2cccs2)sc2c1CCCC2 |
| -12 | Cn1c(=O)cc(Cl)c2ccc(Cl)cc21 |
| -3 | Cc1ccc(NC(=O)c2cccc(Br)c2)c(Br)c1 |
| -12 | CN(C)C(C(=O)NC1CCCCC1)c1ccc(Cl)cc1 (configuration not stated) |
| -1 | CCOC(=O)c1cnc2c(C)cc(Cl)cc2c1Nc1cccc([N+](=O)[O-])c1 |
| -16 | CC1=CC(C)(C)N(C(=O)CSc2nccc(C)n2)c2cc(C)c(C)cc21 |
| -21 | Cn1c(C=Cc2c[nH]c3ccccc23)nc2ccc(I)cc2c1=O |
| 5 | O=C(Nc1nc(-c2ccc(F)cc2)cs1)c1ccc(Br)cc1 |
| -3 | COc1ccc(OC)c(NC(=O)c2cc3sccc3n2C)c1 |
| 5 | Cc1nn(-c2ccccc2)c(OC(=O)c2ccco2)c1Sc1ccccc1[N+](=O)[O-] |
| -7 | Cc1ccc(NC(=O)CCNS(=O)(=O)c2ccc3c(c2)oc(=O)n3C)cc1C |
| -7 | COc1ccc(NC(=O)CSC2=C(C#N)C(c3ccco3)C3=C(CCCC3=O)N2)c(OC)c1 (configuration not stated) |
| -12 | Cc1ccc(S(=O)(=O)N2CCCCC2)cc1C(=O)Nc1ncn[nH]1 |
| -17 | O=C(NCCc1ccc(Cl)cc1)c1ccc2c(c1)N(Cc1cccc(Cl)c1)C(=O)CS2 |
| 0 | O=C(Nc1cccnc1)Nc1ccccn1 |
| -4 | Cc1cc(C)n2nc(SCC(=O)Nc3ccc(C)c(C)c3)nc2n1 |
| -2 | O=C(NCc1cccnc1)c1cccc([N+](=O)[O-])c1 |
| 5 | Cc1ccc(NC(=O)CS(=O)(=O)c2cn(Cc3ccc(F)cc3)c3ccccc23)c(C)c1 |
| 7 | COc1ccc(C2Nc3ccccc3C(=O)N2c2ccc(NC(C)=O)cc2)cc1 (configuration not stated) |
| -5 | CCOc1ccc(/C(O)=C2\C(=O)C(=O)N(CCN3CCOCC3)C2c2ccccc2F)c(C)c1 (configuration not stated) |

(more compounds)
| 14-3-3g Raf | Molecule |
| --- | --- |
| -9 | O=C(Cn1nc(C(F)F)cc1C1CC1)NCCC1=CCCCC1 |
| -4 | COc1ccc(Nc2c(-c3ccc(C)o3)nc3ccccn23)cc1 |
| -8 | CN(C(=O)Cn1c(=O)n(-c2ccccc2)c(=O)c2c3c(sc21)CCC3)c1ccccc1 |
| -3 | CCOCCOC(=O)C1=C(C)NC2=C(C(=O)CC(C)(C)C2)C1c1ccc(C)cc1 (configuration not stated) |
| 6 | CN(C)C(=O)COc1ccc2c3c(c(=O)oc2c1)CCCC3 |
| 2 | COc1ccc(NC(=O)C2C3NC(=S)N(c4ccc(F)cc4)C2(C)Oc2ccc(OC)cc23)cc1 (configuration not stated) |
| -1&-11 | CCN(CC)CCOC(=O)C1(C2CCCCC2)CCCCC1 |
| 0 | CCN(CCC(=O)Nc1cc(OC)cc(OC)c1)Cc1ccccc1 |
| 4 | COC(=O)c1sc(=S)n(-c2cccc(C(F)(F)F)c2)c1N |
| -1 | Cn1c(COc2ccc3ccccc3c2)nnc1SCC(=O)O |
| -10 | COc1ccccc1CNC(=O)c1cnn2c(C)c(Cc3ccccc3C)c(C)nc12 |
| -4 | CCOc1cc(C2C=C(c3cccc(C)c3)Nc3nnnn32)ccc1OC(F)F (configuration not stated) |
| -8 | CC(=O)N1CC=C2C(C#N)=C(N)C(C#N)(C#N)[C@H](c3ccoc3)[C@H]2C1 |
| -7 | COc1ccc(OCC(O)CN2CCN(Cc3ccc4c(c3)OCO4)CC2)cc1 (configuration not stated) |
| -10 | CCCn1c(SCC(=O)Nc2ccccc2C(=O)OCC)nc2c1c(=O)n(C)c(=O)n2C |
| -1 | CCOC(=O)C(=O)NCC1(c2ccccc2)CCCC1 |
| -1 | CCOc1ccc(NC(=O)C2C3C=CC4(O3)C2C(=O)N(C2CCCCC2C)C4C(=O)NC2CCCCC2)cc1 (configuration not stated) |
| 3 | Cc1cc(C)n(C(=O)c2cccc(S(=O)(=O)N3CCCC3)c2)n1 |
| -8 | O=C(CSc1nnnn1C1CCCCC1)N1CCOCC1 |
| 7 | O=C(CCS(=O)CCC(=O)NCc1ccccc1)NCc1ccccc1 |
| -8 | O=c1oc2ccccc2n1Cc1ccccc1Cl |
| 0 | CN(C(=O)Cn1ncc2c(=O)oc3ccccc3c21)C1CCCCC1 |
| 5 | c1ccc(Oc2cccc(Oc3ccccc3)c2)cc1 |
| -10 | O=C(CCOc1ccccc1)NCC1OCCc2ccccc21 (configuration not stated) |
| -4 | CCCc1cc(=O)[nH]c(SCC(=O)N2CCC(C(=O)OCC)CC2)n1 |

Three of the compounds above, with bars between the fields:
Compound | 14-3-3g Raf
COc1ccc(OCC(O)CN2CCN(Cc3ccc4c(c3)OCO4)CC2)cc1 (configuration not stated) | -7
CCCn1c(SCC(=O)Nc2ccccc2C(=O)OCC)nc2c1c(=O)n(C)c(=O)n2C | -10
CCOC(=O)C(=O)NCC1(c2ccccc2)CCCC1 | -1

Quoted from above for reference:
| 14-3-3g Raf | Molecule |
| --- | --- |
| -1 | CCOC(=O)C(=O)NCC1(c2ccccc2)CCCC1 |
| -1 | CCOc1ccc(NC(=O)C2C3C=CC4(O3)C2C(=O)N(C2CCCCC2C)C4C(=O)NC2CCCCC2)cc1 (configuration not stated) |
| 3 | Cc1cc(C)n(C(=O)c2cccc(S(=O)(=O)N3CCCC3)c2)n1 |
| -8 | O=C(CSc1nnnn1C1CCCCC1)N1CCOCC1 |
| 7 | O=C(CCS(=O)CCC(=O)NCc1ccccc1)NCc1ccccc1 |
| -8 | O=c1oc2ccccc2n1Cc1ccccc1Cl |
| 0 | CN(C(=O)Cn1ncc2c(=O)oc3ccccc3c21)C1CCCCC1 |

Further structures.
| 14-3-3g Raf | Molecule |
| --- | --- |
| -15 | O=C(Nc1ccc(Br)cc1)c1ccc(F)c(S(=O)(=O)N2CCc3ccccc3C2)c1 |
| -8 | COCCNC(=O)c1sc2cc(Cl)ccc2c1Cl |
| -3 | CCOC(=O)C1=C(C)Nc2nc(SCc3ccc(C)cc3C)nn2C1c1ccc(OC)cc1 (configuration not stated) |
| -188 | CN1CCc2c(sc3c2C(=O)NC(c2ccc(-c4ccc(Cl)cc4)o2)N3)C1 (configuration not stated) |
| -2 | O=C(CSc1nnc(-c2ccco2)n1Cc1ccccc1)NC(=O)NCc1ccccc1 |
| -2 | COCCNC(=O)c1ccc(-n2c(SCc3cccnc3)nc3ccccc3c2=O)cc1 |
| -4 | CCN1CSC(=S)N(Cc2ccco2)C1 |
| 1 | CC(C)c1ccc(OCC(O)Cn2cnc3ccccc32)cc1 (configuration not stated) |
| -5 | Cc1ccc(C2=NN(CCC(=O)N3CCC(C(N)=O)CC3)C(=O)CC2)cc1 |
| -10 | CCOC(=O)Cc1nnc(NC(=O)c2ccccc2F)s1 |
| 4 | COCCN1C(=O)c2ccccc2C(C(=O)Nc2ccc(OC)c(Cl)c2)C1c1cn(C)c2ccccc12 (configuration not stated) |
| -1 | Nc1nc(CN2CCN(Cc3ccccc3)CC2)nc(Nc2ccc3c(c2)OCCO3)n1 |
| 4 | O=C(CSc1nc2ccsc2c(=O)n1CCc1ccccc1)NC1CCCCC1 |
| -6 | O=C(c1ccc([N+](=O)[O-])cc1)N1N=C(c2ccccc2)CC1(O)C(F)(F)F (configuration not stated) |
| 3 | COc1cccc(OC)c1C(=O)Nc1c2c(nn1-c1ccc(C)cc1)CS(=O)C2 (configuration not stated) |
| -16 | Cc1ccc(-c2nc3cc(N=Cc4cccc(F)c4O)ccc3o2)cc1 |
| -4 | O=C1CC(c2ccccc2)n2nc(NC(=O)c3cccs3)nc2N1 (configuration not stated) |
| 5 | C=CCn1c(CCCNC(=O)Cc2ccccc2)nc2ccccc21 |
| -25 | O=C(NCc1cccc(Cl)c1)c1cc2c(=O)n3ccccc3nc2s1 |
| -5&-1 | COc1ccc(CC(=O)N2CC3(C)CC2CC(C)(C)C3)cc1OC (configuration not stated) |
| 5 | Cc1ccc(N2CC(C(=O)Nc3ccc4c(c3)OCCO4)CC2=O)cc1 (configuration not stated) |
| 8 | Cc1cccc(NC(=O)COc2ccccc2C)n1 |
| 0 | CCN(CC)c1ccc(Nc2nc(-c3ccc(OC)c(OC)c3)cs2)cc1 |
| -7 | O=C(CCn1c(SCc2cc(=O)n3cc(Cl)ccc3n2)nc2ccccc2c1=O)NC1CCCCC1 |
| 6 | CCCn1c(=O)c(C(=O)Nc2ccccc2C(=O)OC)c(O)c2ccccc21 |
| -16 | CC(=O)Nc1nc(C)c(-c2csc(Nc3ccccc3C)n2)s1 |
| -4 | O=C(C1CCC(=O)N1Cc1ccccc1Cl)N1CCN(c2ccc(F)cc2)CC1 (configuration not stated) |
| 2 | O=C1Nc2ccc(Br)cc2C(O)(C(=O)NCCCN2CCOCC2)N1c1ccc(Cl)cc1 (configuration not stated) |
| -3 | Cc1cc(C)c(C#N)c(SCC(=O)Nc2nnc(-c3ccccc3)s2)n1 |
| -13 | O=C(O)CCC(=O)Nc1cccc(NC(=O)c2ccc(Br)cc2)c1 |
| -9 | COc1ccccc1C1C2=C(CCCC2=O)Nc2nc(SCc3ccccc3)[nH]c(=O)c21 (configuration not stated) |
| -9 | Nc1ncnc(NCCc2ccc(Cl)cc2)c1[N+](=O)[O-] |
| 2 | C=CCN(C(=O)c1cn(CC(C)C)c(=O)c2cc(OC)c(OC)cc12)c1ccccc1 |
| -1 | COc1cc(NC(=O)c2cnn3c(C(F)(F)F)cc(-c4ccc(Br)cc4)nc23)cc([N+](=O)[O-])c1 |
| -28 | CCC(C)N1C(=O)C2C(C(=O)Nc3ccc(C)c(C)c3)C3C=CC2(O3)C1C(=O)NC1CCCC(C)C1C (configuration not stated) |
| -2 | O=C1C(=O)N(Cc2cccnc2)C(c2ccncc2)/C1=C(\O)c1ccc(F)cc1 (configuration not stated) |
| -10 | COc1ccc(C(=O)/C=C(\N)C(F)(F)F)c(O)c1 |
| -2 | O=C(CNC(=O)c1ccc(Br)o1)OCC(=O)c1ccccc1 |
| -227 | COC(=O)c1ccc(Nc2cc(N3CCC(=O)CC3)c3noc4c3c2C(=O)c2ccccc2-4)cc1 |
| -2 | O=c1c2ccccc2nc(SCc2cc(F)cc3c2OCOC3)n1Cc1ccccc1 |
| -2 | COc1ccc(N2C(=O)CC(Sc3nc4ccccc4c(=O)n3-c3ccccc3)C2=O)cc1 (configuration not stated) |
| -11 | CCSc1nc2ccccc2n1Cc1ccc(OC)cc1 |
| -6 | COc1ccc(-n2c(C=Cc3cccc([N+](=O)[O-])c3)nc3ccccc3c2=O)cc1Cl |
| -32 | Cc1cc(Br)ccc1N1C(=O)c2ccc(-c3nc4ccccc4c(=O)o3)cc2C1=O |
| -3 | Cc1csc(NC(=O)C(NS(=O)(=O)c2ccc(Br)s2)c2ccccc2)n1 (configuration not stated) |
| -4 | N#Cc1c(-c2ccccc2)cc(-c2ccccc2)[nH]c1=O |
| 17 | COC(=O)c1cccc([N+](=O)[O-])c1C(=O)Nc1c(C)n(C)n(-c2ccccc2)c1=O |
| 0 | COc1cc2nc(C3CCC3)n(NC(=O)C3CCCC(OC)C3)c(=O)c2cc1OC (configuration not stated) |
| 2 | COc1ccc(C)cc1S(=O)(=O)N1CCCC(C(=O)NCC2CCCO2)C1 (configuration not stated) |

Only part of the results is shown. The share of hits here may be higher or lower than overall.
